Bioassay records from PubChem BioAssay.
iPSC survival up = enhancers of single-cell hiPSC survival, primary screen, ATPlite luminescence; 100% = ROCK inhibitor wells, 0% = DMSO; survival enhancement, % at 20 µM; 360,000 tested, 0.044% active; AID 602274, 2012; in the data active = survival enhancement above about 18%;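 note: cells exposed to compounds for 16 hours before the ATP read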
Peg3 prom inh = Peg3 promoter-driven luciferase inhibitors, primary screen, cell-based, HeLa, luciferase luminescence; HeLa PEG-Prom luciferase reporter, overnight; inhibition, % at 20 µM; 360,000 tested, 1.7% active; AID 588405, 2011;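 active = inhibition of at least 50% at 20 µM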
NR2E3 ag-1 = inhibitors of NR2E3-RetCOR corepressor binding, primary screen, NR2E3 agonist project, biochemical, TR-FRET, GST-NR2E3, biotin-RetCOR; Photoreceptor-specific nuclear receptor (Homo sapiens), Q9Y5X4; inhibition of corepressor binding, % at 4.78 µM; 320,000 tested, 0.12% active; AID 2300, 2010; 1536-well;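 active = percent inhibition above the cutoff of mean plus 3 SD of all tested compounds, set per screening campaign, cut at about 20% in these data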;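 note: 0% = DMSO wells and 100% = biotin wells as full block of FRET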
Target sequence (Q9Y5X4 whole entry, looked up): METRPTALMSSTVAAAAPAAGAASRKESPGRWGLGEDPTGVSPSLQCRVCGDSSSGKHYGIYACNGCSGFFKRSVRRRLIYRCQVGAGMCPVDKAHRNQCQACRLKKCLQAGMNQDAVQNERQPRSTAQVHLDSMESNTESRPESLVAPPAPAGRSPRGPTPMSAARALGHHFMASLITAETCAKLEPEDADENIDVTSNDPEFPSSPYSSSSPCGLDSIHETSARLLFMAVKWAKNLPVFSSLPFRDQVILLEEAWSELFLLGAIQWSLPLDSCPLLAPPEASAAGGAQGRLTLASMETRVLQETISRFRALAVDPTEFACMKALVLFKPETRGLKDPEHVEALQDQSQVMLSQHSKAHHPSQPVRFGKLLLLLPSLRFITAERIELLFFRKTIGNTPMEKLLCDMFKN
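System: GST-NR2E3 and biotin-RetCOR proteins; probe or stimulus: 7 nM biotin-RetCOR; doses: compound at 4.8 µM, single dose; schedule: Compound–protein incubation for 5 h at 4 °C; detection: time-resolved FRET; read-out: percent inhibition; controls: biotin wells as high control, 0.6% DMSO wells as low control; format: 1536-well plates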
CaV13 FRET inh = Disruptors of the CACNA1D IQ motif to Ca2+-dependent inactivation inhibitor domain association, primary screening, Förster resonance energy transfer in intact living …. HEK cells, CFP/YFP FRET ICDI-IQ, plate reader, 10 min; percent FRET-ratio fall versus neutral wells. inhibition, % at 12.3 µM. 340,000 tested, 0.098% active. AID 743397;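 active = mean replicate inhibition of at least 30% and at least 1% of replicates passing that level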;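 note: 0% = median of the neutral control wells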
NR2E3 ag-2 = NR2E3 agonists in two-hybrid cells, primary screen, cell-based, luminescence, CHO-S, Gal4-NCOR/VP16-NR2E3. luciferase. inhibition of corepressor binding, % at 3.98 µM. 360,000 tested, 0.35% active. AID 602229, 2012;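 active = inhibition above the mean of all tested compounds plus 3 SD, cut at about 70% in these data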;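 note: 0% = DMSO with NR2E3 transfected cells and 100% = cells lacking NR2E3 construct; higher means lower luciferase signal from less NR2E3 corepressor binding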
Vif inh = HIV Vif self-association inhibitors, primary screen, imaging, HEK293T, single point; 340,000 tested, 0.35% active; HEK293T cells, Vif self-association by quenched fluorescence, 24 h; inhibition, % at 7.49 µM; AID 602346, 2012; in the data active = inhibition above about 50%, passing the limit was not always enough; note: some results filed as inactive read as strong as hits
PDI inh = inhibitors of human PDI, primary screen, biochemical, turbidity, single point, plate reader; AID 588391, 2011; 350,000 tested, 0.052% active; inhibition, % at 10 µM; PDI insulin aggregation turbidity, A650, 90 min; Protein disulfide-isomerase (Homo sapiens), P07237;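 active = mean inhibition across replicates of 30% or more, whatever share of single replicates reach that level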;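 note: absorbance from insulin aggregation driven by PDI reduction with DTT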
Target sequence (P07237 whole entry, looked up): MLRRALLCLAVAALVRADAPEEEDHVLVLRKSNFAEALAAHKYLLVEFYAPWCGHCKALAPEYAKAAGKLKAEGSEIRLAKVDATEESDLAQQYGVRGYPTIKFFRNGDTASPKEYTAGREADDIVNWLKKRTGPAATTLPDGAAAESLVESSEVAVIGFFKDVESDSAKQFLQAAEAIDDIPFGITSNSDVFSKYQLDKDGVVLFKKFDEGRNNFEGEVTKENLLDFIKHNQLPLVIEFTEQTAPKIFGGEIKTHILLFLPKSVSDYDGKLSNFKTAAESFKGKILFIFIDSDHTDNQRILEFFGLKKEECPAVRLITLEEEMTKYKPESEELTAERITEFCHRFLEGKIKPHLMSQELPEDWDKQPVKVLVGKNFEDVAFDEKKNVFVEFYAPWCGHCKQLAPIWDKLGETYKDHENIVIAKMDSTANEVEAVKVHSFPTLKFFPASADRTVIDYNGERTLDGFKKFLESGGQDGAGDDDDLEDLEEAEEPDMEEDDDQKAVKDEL
aDG glyco act = activators of alpha-DG glycosylation, primary screen, uHTS, Pro5-aDG cells, AlphaScreen. alpha-DG glycosylation AlphaScreen (IIH6); 0% Pro5, 100% B10-LARGE cell signal. activation, % at 10 µM. 360,000 tested, 0.22% active. AID 624168, 2012;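 active = activation of at least 8% versus controls, or a plate z-score of at least 8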;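 note: Pro5 are CHO cells carrying HIG-tagged alpha-DG that lacks glycosylation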
HIF-2a inh = HIF-2a reporter inhibitors, primary screen, luminescence, 786-0 RCC cells; 360,000 tested, 0.72% active; AID 624352, 2012; inhibition, % at 18.8 µM; 786-0 RCC cells HIF-2a reporter, luciferase luminescence, overnight;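 active = inhibition of the luminescence signal of 40% or more relative to plate controls, in a single-dose primary screen at 18.75 µM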
Exocytosis inh = LAMP-1 surface exposure blockers, TALL-104 cells – cell-based, flow cytometry, MLPCN library, primary screen; TALL-104 LAMP-1 surface exposure; cells stimulated with thapsigargin and PMA; inhibition, % at 10 µM; 360,000 tested, 0.66% active;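 active = inhibition above about 55%, limit read from the data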
MITF TRPM1 inh = inhibitors of MITF-dependent TRPM1 promoter reporter, primary screen, cell-based, SK-MEL-5, single point, luciferase; SK-MEL-5 TRPM1 promoter luciferase, 24 h; inhibition, % at 12.5 µM; 330,000 tested, 0.83% active;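 active = mean inhibition across replicates of 60% or more, whatever share of single replicates reaches that level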; note: values of inactives mirror those of a sister screen read the other way
* = called active by the depositor; nt = no result given.

SMILES | iPSC survival up | Peg3 prom inh | NR2E3 ag-1 | CaV13 FRET inh | NR2E3 ag-2 | Vif inh | PDI inh | aDG glyco act | HIF-2a inh | Exocytosis inh | MITF TRPM1 inh
CCOC(=O)C1=CN(Cc2ccc(OC)cc2)C=C(C(=O)OCC)C1c1cccs1 | -0.4 | -80.0 | 4.8 | -5.5 | -8.0 | -1.3 | -7.1 | 0.7 | -55.9 | -1.7 | 6.4
C/C(=N/NC(=O)c1ccoc1C)C12CC3CC(CC(C3)C1)C2 | 3.9 | -34.2 | -1.9 | nt | -125.8 | 22.5 | 6.7 | -0.1 | -36.0 | -3.8 | 2.3
CCN1CCN(c2cc(C)c3cc(NC(=S)N4CCCC(C)C4)ccc3n2)CC1 (stereo not given) | -0.7 | 14.5 | -0.1 | -8.1 | 39.4 | nt | -3.4 | 0.8 | 12.8 | 12.1 | 5.6
O=C(CCc1ccc(S(=O)(=O)NCCc2ccccc2)cc1)NCc1ccc2c(c1)OCO2 | -2.2 | 12.4 | 1.2 | -3.9 | 20.3 | 10.5 | -3.1 | 0.3 | 8.5 | 2.6 | 9.1
Cc1nc(C)c(-c2csc(NCCc3ccccc3)n2)s1 | 1.3 | -145.5 | 4.6 | -3.9 | -17.9 | -13.0 | -3.5 | 3.9 | -172.1 | -2.5 | -7.3
Cc1cccc(C(C)C)c1NC(=O)c1c(-c2ccccc2)noc1C | 0.0 | 20.5 | 4.0 | -6.4 | 7.3 | 2.8 | 3.1 | -0.4 | 6.3 | -4.9 | -8.7
O=C1CC(N2CCN(Cc3ccc(Cl)cc3)CC2)C(=O)N1CCc1ccccc1 (stereo not given) | -0.6 | -0.2 | -1.7 | -4.2 | 3.8 | -9.6 | 2.6 | 0.7 | 2.7 | 1.9 | -0.8
CC(NC(=O)COC(=O)CCC(=O)c1ccc(F)cc1)c1ccccc1 (stereo not given) | -0.6 | 1.6 | nt | -2.1 | 1.4 | -5.3 | 13.5 | -0.4 | 8.4 | -1.4 | 7.2
O=C(CN1CCCCC1)NN(Cc1ccccc1)c1ccccc1 | 4.3 | -124.6 | 5.2 | -2.1 | 5.2 | 21.8 | -1.6 | -0.1 | 6.2 | -1.3 | 4.0
Cc1nnc(SCC(=O)NC(=O)NC(C)C)s1 | 3.3 | 9.3 | 0.3 | -21.4 | -6.9 | 18.1 | 1.8 | -0.4 | 12.0 | 0.5 | 11.3
CN(C)c1ccc(NS(=O)(=O)c2ccc(Cl)cc2)cc1 | 3.5 | -9.8 | 2.1 | -5.7 | -20.9 | -2.1 | -8.4 | -0.2 | 15.7 | -5.4 | 4.4
COc1ccc(C2CC(c3c(-c4ccccc4)c4cc(Cl)ccc4[nH]c3=O)=NN2S(C)(=O)=O)cc1OC (stereo not given) | -0.1 | 46.9 | -1.0 | -5.1 | -8.3 | -3.5 | 4.7 | -0.3 | 11.3 | -0.8 | 8.9
CC(=O)Nc1ccc(NC(=O)COC(=O)c2cc([N+](=O)[O-])ccc2N2CCOCC2)cc1 | -0.3 | 17.9 | -0.2 | -5.1 | -13.4 | nt | 8.9 | -0.1 | 9.3 | 5.4 | 8.0
Cc1cccc(-c2ccc(NC(=O)C3CCN(CC4CC4)CC3)cc2)c1 | -0.5 | 6.2 | -1.8 | -19.0 | 8.3 | -4.7 | -5.9 | 1.0 | 5.4 | 4.5 | 28.3
CCN(CC(=O)NCc1cccs1)S(=O)(=O)c1cccc(Br)c1 | -0.1 | 11.8 | 0.2 | -6.5 | -5.3 | -3.4 | 1.2 | 1.0 | 1.3 | 4.0 | 1.1
CC1CC(=O)c2cnc(N3CCOCC3)nc2C1 (stereo not given) | -1.8 | -13.1 | -1.5 | -3.7 | -7.4 | 25.9 | -6.0 | 0.1 | -37.9 | 100.3* | -9.8
O=C(Oc1ccc(N(Cc2cccs2)C2=NS(=O)(=O)c3ccccc32)cc1)c1ccco1 | -1.7 | 13.7 | -1.1 | -6.4 | 1.7 | -1.8 | 10.4 | -0.7 | 26.8 | 1.1 | 5.9
C=CCC[C@@H](Cc1ccc(F)cc1)C(=O)OC[C@@H](Cc1ccccc1)NC(=O)[C@@H](CC=C)CC(=O)N[C@@H](CO)Cc1ccccc1 | -0.7 | 9.1 | nt | -12.2 | -9.0 | -3.6 | -2.5 | 1.0 | 10.0 | 0.4 | 12.3
CC12CCC(C(=O)N3CCCc4ccccc43)(CC1=O)C2(C)C (stereo not given) | 5.3 | 1.3 | 2.2 | -3.3 | -15.2 | -2.2 | 4.8 | 0.3 | 9.6 | -2.3 | 6.9
Cc1ccc(NC(=O)C(=O)NCCc2c[nH]c3ccccc23)c(C)c1 | -0.3 | 0.4 | 4.0 | -2.4 | -0.6 | 20.8 | 6.1 | -0.1 | -5.8 | -9.9 | -9.4
COc1cc([N+](=O)[O-])ccc1NC(=S)Nn1cnnc1 | -0.2 | 7.2 | -1.2 | -5.4 | -3.4 | 7.1 | 11.1 | 0.0 | 7.3 | 5.7 | -3.0
O=C(Nc1ccccc1C(F)(F)F)N1CCCC(O)C1 (stereo not given) | -1.7 | -3.3 | 0.7 | nt | 7.9 | 26.2 | 0.9 | 0.4 | 16.4 | 0.5 | -3.8
Cc1ccccc1Nc1nnc(SCC(=O)c2c(N)n(C)c(=O)n(C)c2=O)s1 | -0.6 | 29.4 | -1.3 | -2.9 | 26.1 | 2.8 | -0.1 | 0.2 | 9.4 | -2.5 | 3.9
O=C(CCNC(=O)c1ccc([N+](=O)[O-])cc1)NCCc1ccccc1 | -0.6 | -15.8 | -0.8 | -3.2 | -40.2 | 4.1 | 3.6 | 0.0 | -22.2 | 3.5 | 3.2
CCOCCCN(Cc1ccco1)S(=O)(=O)c1csc(C(N)=O)c1 | -0.5 | -1.5 | 2.1 | -1.9 | -10.4 | -4.1 | -3.3 | -0.2 | 2.5 | -0.3 | -3.3
Nn1c(SCC(=O)N2CCCC2=O)nnc1-c1cccs1 | -0.2 | 9.5 | -1.0 | nt | 4.1 | 33.8 | 10.2 | -0.4 | 7.2 | 3.0 | -4.1
CCOC(=O)C1C(=O)NC(N2CCOCC2)=NC1c1ccco1 (stereo not given) | 0.8 | 14.0 | -0.9 | -5.6 | -33.7 | 0.1 | -1.3 | -0.3 | 3.1 | -1.7 | 14.6
O=C(C1=C(O)C(=O)N(CC2CCCO2)C1c1ccccc1F)c1ccco1 (stereo not given) | 1.0 | -102.7 | 35.9* | -2.5 | -15.5 | 14.2 | 3.4 | -0.1 | 10.9 | -14.3 | -0.7
CC(=O)/C(=N\Nc1ccccc1)Oc1ccc(Br)cc1 | -0.9 | 13.5 | 3.8 | -4.5 | -0.7 | 3.4 | -3.4 | -0.1 | 11.3 | -2.1 | nt
O=C(c1ccc(=O)[nH]c1)N1CCN(S(=O)(=O)c2ccc3ccccc3c2)CC1 | -3.1 | 2.7 | -0.6 | -6.3 | 16.3 | 12.5 | -14.3 | 0.0 | 12.5 | -1.1 | 2.4

Next section; the last three above are carried over.
SMILES | iPSC survival up | Peg3 prom inh | NR2E3 ag-1 | CaV13 FRET inh | NR2E3 ag-2 | Vif inh | PDI inh | aDG glyco act | HIF-2a inh | Exocytosis inh | MITF TRPM1 inh
O=C(C1=C(O)C(=O)N(CC2CCCO2)C1c1ccccc1F)c1ccco1 (stereo not given) | 1.0 | -102.7 | 35.9* | -2.5 | -15.5 | 14.2 | 3.4 | -0.1 | 10.9 | -14.3 | -0.7
CC(=O)/C(=N\Nc1ccccc1)Oc1ccc(Br)cc1 | -0.9 | 13.5 | 3.8 | -4.5 | -0.7 | 3.4 | -3.4 | -0.1 | 11.3 | -2.1 | nt
O=C(c1ccc(=O)[nH]c1)N1CCN(S(=O)(=O)c2ccc3ccccc3c2)CC1 | -3.1 | 2.7 | -0.6 | -6.3 | 16.3 | 12.5 | -14.3 | 0.0 | 12.5 | -1.1 | 2.4
COc1cccc2c1cc1c(=O)n(CC(=O)NCc3ccccn3)nc(C)n12 | -0.1 | 3.2 | -4.0 | nt | 3.8 | -1.3 | 17.8 | 0.0 | 5.0 | 1.2 | -4.0
COC(=O)c1cn(NC(=O)Cc2ccccc2Br)c(=O)c2ccccc12 | -0.9 | 6.4 | -0.5 | -2.9 | 3.4 | 4.5 | 1.2 | 0.0 | 14.1 | -2.3 | 4.2
CCOC(=O)c1c(C)cc(C)[nH]c1=O | -1.2 | 0.4 | 2.6 | -4.8 | 10.2 | 1.2 | -4.2 | 0.0 | 1.6 | 0.3 | -6.7
COCCNC(=O)/C(C#N)=C/c1c(N2CCN(c3cccc(Cl)c3)CC2)nc2c(C)cccn2c1=O | 0.2 | 34.7 | 0.4 | -13.2 | -26.3 | 7.6 | 0.8 | 0.1 | 10.5 | -13.7 | -1.7
CC1(C)CC(=O)C=C(NCCN2CCN(C(=O)Nc3ccccc3)CC2)C1 | -0.4 | 18.1 | -0.7 | -4.5 | 38.0 | 3.7 | -15.6 | -0.2 | 14.8 | -1.6 | 10.8
CC1CN(c2nc3ccccn3c(=O)c2/C=C(\C#N)C(N)=O)CC(C)O1 (stereo not given) | 0.5 | 2.6 | 0.8 | -4.0 | -13.9 | 5.3 | 8.2 | -0.2 | 5.5 | 5.7 | -5.8
COc1ccc(S(=O)(=O)n2nc(-c3cc(OC)c(OC)c(OC)c3)cc2N)cc1OC | 0.5 | 4.8 | 3.5 | -5.8 | -16.8 | 5.6 | -2.8 | -0.1 | 8.3 | 3.2 | 8.0
CCCSCCCNC(=O)c1ccc(C)c(NC(=O)C2=C(C)OCCS2)c1 | 0.3 | 27.0 | -1.8 | -18.1 | -17.3 | -1.7 | 5.3 | -0.1 | 13.0 | 1.7 | 3.5
CCc1nc2ccc(C(=O)NCCN3CCNC3=O)cn2c1N(CC)Cc1cccc(Br)c1 | 1.7 | 4.8 | nt | -4.4 | 8.5 | -3.9 | 2.6 | -0.2 | 4.1 | -8.1 | nt
O=C(NCCNc1ccc([N+](=O)[O-])cc1)c1ccccc1Br | -0.2 | 14.7 | -1.0 | -8.3 | -2.7 | 0.1 | 2.6 | 0.0 | 2.2 | -2.8 | 11.7
CCOC(=O)Cc1csc(NC(=O)c2sc3nc4c(C)cc(C)cc4cc3c2N)n1 | 1.4 | -12.8 | 8.3 | -9.9 | -76.5 | -2.1 | 7.3 | -0.1 | -77.3 | 2.0 | -34.0
c1ccc2c(-c3cnc4cccnn34)cncc2c1 | 0.4 | -4.6 | nt | -6.0 | 6.8 | 7.6 | -0.2 | 0.4 | 4.8 | 1.0 | nt

The order is random; 3.5% or so of the library scored in one or more.
